All columns: NCI-60 one-dose screen, growth in % after 48 h at 10 µM unless noted; 100 = growth as untreated, 0 = no growth, -100 = all killed.
SK-MEL-2 = SK-MEL-2 melanoma; actives 4.7% (n = 77,000)
UACC-62 = UACC-62 melanoma; actives 5.4% (n = 81,000)
UACC-257 = UACC-257 melanoma; actives 4.4% (n = 78,000)
BT-549 = BT-549 breast cancer; actives 4.4% (n = 78,000)
MALME-3M = MALME-3M melanoma | AID 1794766 | actives 5.8% (n = 78,000)
SK-MEL-28 = SK-MEL-28 melanoma. actives 4.1% (n = 81,000)
T-47D = T-47D breast cancer. actives 5% (n = 79,000). AID 1794792
HS 578T = HS 578T breast cancer. actives 4.1% (n = 78,000). AID 1794788
* hit, by the source's call; x = no result given; [ ] = dose if it differs, or a comment. The calls were made as follows: active = growth percent below 10; inactive = the rest.

SMILES	SK-MEL-2	UACC-62	UACC-257	BT-549	MALME-3M	SK-MEL-28	T-47D	HS 578T
CCOC(=O)N1CCN(c2nc(Nc3cc(C)[nH]n3)c3ccccc3n2)CC1	52	67	66	57	78	60	37	30
O=c1c2sc3ncccc3c2ncn1-c1cccc(Cl)c1	101	109	106	102	107	113	95	122
O=C(CSc1nnc(Cn2c(C(F)(F)F)nc3ccccc32)o1)Nc1ccc(F)cc1	104	100	102	107	109	115	94	102
CC1=C(SCCC(=O)OC(C[Se]C2=C(C)C(=O)c3ccccc3C2=O)C(=O)NC(C)(C)C)C(=O)c2ccccc2C1=O (centres undefined)	2.5*	-91*	-88*	-96*	-75*	-96*	-53*	-21*
C[C@]12CC[C@@H]3c4ccc(O)cc4CC[C@H]3[C@@H]1CC[C@@H]2NS(=O)(=O)Cc1ccc(Cl)cc1	x	58	72	55	64	73	31	81
CC(C)[C@H]1CCC2=C3CC[C@]45OC(=O)[C@@]6(CCC(C)(C)C[C@H]64)CC[C@@]5(C)[C@]3(C)CC[C@@]21C	75[100 µM]	59[100 µM]	77[100 µM]	82[100 µM]	92[100 µM]	87[100 µM]	54[100 µM]	62[100 µM]
O/N=C/c1ccc(Cl)cc1	101	x	91	102	x	110	99	107
CC[N+](C)(CCO)C(Cc1ccccc1)c1ccccc1 (centres undefined)	84	98	68	118	96	103	94	94
COc1cc2ncnc(Nc3ccc4c(cnn4C(=O)Nc4ccc(C)c(Cl)c4)c3)c2cc1OC	109	103	99	100	90	101	92	107
COC(=O)c1nc(N)nc(C(=O)OC)c1C(=O)c1cccc2ccccc12	106	97	118	133	103	106	109	108
O=C1CC[C@@H](C(=O)N[C@H]2CSSC[C@@H](C(=O)O)NC(=O)[C@H](Cc3ccccc3)NC(=O)[C@@H]3CCCN3C(=O)[C@@H]3CCCN3C2=O)N1	100	91	103	97	103	105	80	102
COc1ccc(-c2nnc3c4[nH]ccc4ncn23)cc1OC	92	96	118	103	102	109	94	79
COc1cc(/C=C/C(=O)Oc2ccc(/C=C/c3cc(OC(=O)/C=C/c4ccc(O)c(OC)c4)cc(OC(=O)/C=C/c4ccc(O)c(OC)c4)c3)cc2)ccc1O	98	96	100	91	103	114	81	90
CCn1cc(/C=C2\SC(=S)NC2=O)c2c(C(=O)OC)cccc21	98	100	111	89	112	101	77	93
CC1=CC(C)(C)NC(=S)N1c1ccccc1C	105	96	93	110	130	111	101	x
COc1cccc(C(=O)c2ccncc2C(=O)O)c1OC	103	104	101	96	103	107	98	94
COC(=O)c1c(C(=O)OC)c2n(CC(=O)Nc3cccc4cccnc34)c3ccccc3n2c1C(=O)c1ccc(C)cc1	102	85	104	110	98	110	83	111
C=CCOc1c(CCC)cc(C(=O)N(C)C)cc1CCC	99	108	100	x	105	111	101	102
COc1ccc(-c2nc3c(c(-c4ccccc4)nn3-c3ccccc3)c(-c3ccc(N4CCCCC4)cc3)c2C#N)cc1	99	83	101	101	110	100	85	102
O=C(Cn1c(-c2cncs2)nc2ccccc21)Nc1ccc(F)c(Cl)c1	95	94	85	96	103	111	91	136
O=C(NC1CCCCC1)NC1CCCCC1	103	84	100	105	110	98	90	98
C[C@@]1(C(=O)Nc2ccc(F)nc2)CCCN1c1nc(Nc2cc(C3CC3)[nH]n2)c2cccn2n1	x	18	22	27	55	44	7.7*	x
CCCCOCC1OC1COCCCC (centres undefined)	99	84	110	105	91	115	95	105
COc1cccc(CN2CCN(N=O)CC2)c1	103	101	83	107	93	104	100	94
COc1cc(-c2nc3sccn3c2-c2ccnc(NCCNS(=O)(=O)c3ccccc3)n2)ccc1F	54	26	62	68	49	64	14	70

The list continues.
SMILES	SK-MEL-2	UACC-62	UACC-257	BT-549	MALME-3M	SK-MEL-28	T-47D	HS 578T
COc1ccccc1CNCCCN1C(=O)c2ccc3c4c(ccc(c24)C1=O)C(=O)N(CCCNCCCN)C3=O	-47*	-50*	-74*	55	-42*	23	-22*	31
COc1cc2nc3cc([N+](=O)[O-])ccc3c(NCCCNCC(C)(C)O)c2cc1OC	-48*	-76*	-64*	-71*	-82*	-64*	-41*	-19*
CC1=CC2C(=O)C(C)(O)C1C1C(C)(O)C(=O)C=CC21C (centres undefined)	106	104	102	102	99	108	102	102
CC1(C)Oc2cc3oc(C(=O)O)cc(=O)c3cc2-c2ccccc21	103	100	101	111	102	109	93	112
C=CCn1c(SCC(=O)Nc2ccc(Cl)cc2)nnc1-c1cc(-c2ccc(Cl)cc2)nc2ccccc12	116	95	101	98	96	111	94	99
O=c1[nH]c(=S)[nH]c(=S)[nH]1	102	92	106	100	101	104	97	105
CC(C)CCC1=C(O)c2ccccc2C(=O)C1=O	98	99	x	103	107	115	94	96
COc1ccc(Nc2ncccc2C(=O)NCc2cn(Cc3cccc(Oc4ccccc4)c3)nn2)cc1	x	35	89	53	41	63	51	49
Cc1ccc(-n2nnc3c(N)c(C#N)c(N)nc32)cc1	97	96	87	107	115	123	97	62
CCCCC(CC)C(=O)OC(C)CC(OC(=O)C(CC)CCCC)C(C)C (centres undefined)	92	98	108	99	97	112	98	104
Cc1cccc(N2CCN(CC(O)COc3ccc(Cl)cc3)CC2)c1 (centres undefined)	90	96	108	100	146	117	94	115
COc1ccc(C(=O)C[n+]2cn(CCC(=O)Nc3cccc4cccnc34)c3ccccc32)cc1	97	91	66	101	x	86	69	112
COc1ccc2c(c1)C(Sc1ccc(C)cc1)c1c(nc(N)c(C#N)c1N)O2 (centres undefined)	97	76	110	72	90	106	81	86
CCN(CC)CCN(CC)c1ccccc1	x	104	109	108	98	103	90	111
COc1ccc(/C=C2/C(=O)ON=C2C)cc1	96	90	100	107	x	106	93	102
CCOC(=O)/C=C/c1ccc(OC)cc1	100	98	78	98	99	107	75	101
OC1(c2ccccc2)CC(c2ccccc2)c2ccccc2O1 (centres undefined)	99	82	109	103	107	108	91	x
COc1ccc(-n2c(-c3ccccc3)c(-c3ccccc3)c3c(SCc4n[nH]c(=S)o4)ncnc32)cc1	96	87	110	96	93	111	89	96
C/C(=C\CCc1ccsc1)CC/C=C(\C)CCCN1CCC(CO)CC1	x	-83*	-32*	36	-67*	9.4*	27	28
Cc1cccc(Cl)c1NC(=O)CN1CCOCC1	82	107	107	76	102	113	94	108
Cn1ccnc1C(=O)/C=C/c1ccc(NC(=O)c2ccc(F)cc2)cc1	106	50	84	69	88	91	23	54
Brc1cc2c(cc1C1OCCCO1)OCO2	107	101	99	106	158	114	113	x
CCSC(=O)NCc1ccco1	136	96	97	104	114	102	109	109
Cc1ccc(NC(=S)N/C=C(\c2ccccc2)S(=O)Cc2ccccc2)c(C)c1 (centres undefined)	103	92	99	99	106	112	77	95
COc1ccc(N2N=C(c3ccc4c(c3)OCCO4)CC2c2cccc(NC(=O)CCNS(=O)(=O)c3ccc(Cl)cc3)c2)cc1 (centres undefined)	46	42	57	35	30	38	21	38

An excerpt of these results, in markdown:
| SMILES | SK-MEL-2 | UACC-62 | UACC-257 | BT-549 | MALME-3M | SK-MEL-28 | T-47D | HS 578T |
| --- | --- | --- | --- | --- | --- | --- | --- | --- |
| Cc1cccc(Cl)c1NC(=O)CN1CCOCC1 | 82 | 107 | 107 | 76 | 102 | 113 | 94 | 108 |
| O=c1[nH]c(=S)[nH]c(=S)[nH]1 | 102 | 92 | 106 | 100 | 101 | 104 | 97 | 105 |
| Cc1cccc(N2CCN(CC(O)COc3ccc(Cl)cc3)CC2)c1 (centres undefined) | 90 | 96 | 108 | 100 | 146 | 117 | 94 | 115 |
| Brc1cc2c(cc1C1OCCCO1)OCO2 | 107 | 101 | 99 | 106 | 158 | 114 | 113 | x |
| CCOC(=O)/C=C/c1ccc(OC)cc1 | 100 | 98 | 78 | 98 | 99 | 107 | 75 | 101 |

Carrying on.
SMILES	SK-MEL-2	UACC-62	UACC-257	BT-549	MALME-3M	SK-MEL-28	T-47D	HS 578T
CCC/C=C/C=N/N1C(=S)N(C2CCCCC2)[C@]23OC(N)=C(C#N)[C@]12C(=O)c1ccccc13	101	72	69	77	94	94	49	79
CCOC(=O)/C(F)=C/C1CC1C1CCCC1 (centres undefined)	x	97	106	111	100	105	103	107
COC(=O)C(=O)C(CC(=O)Nc1ccc(C)cc1)C(=O)OC (centres undefined)	111	96	89	110	107	112	84	96
COc1cc(C2SCC(=O)N2NC(=O)c2ccc(NC(=O)c3ccccn3)cc2)cc(OC)c1OC (centres undefined)	91	87	75	97	89	99	93	94
Clc1cc(Cl)c(Cl)c(-c2nnc3sc(-c4ccncc4)nn23)c1	94	90	95	90	92	127	106	88
Nc1nc(=O)n(C2CCCO2)cc1Br (centres undefined)	x	111	100	x	110	95	99	91
CSc1nc2nc(N)nc(SC)c2[nH]1	115	107	95	99	101	109	89	101
COc1cc(-c2nc3occn3c2-c2ccnc(NCCNS(=O)(=O)c3ccc(Cl)cc3)n2)ccc1F	72	57	90	96	80	102	52	78
Nc1ccc(OCCOc2ccc([N+](=O)[O-])cc2)cc1	112	102	106	92	110	104	105	124
COc1cccc2c1C(=O)c1ccccc1C2=O	x	100	112	105	117	121	92	101
CC1CN(CCCOC(=O)Nc2ccc(Cl)cc2)CCN1C(C)(C)C (centres undefined)	112	85	108	101	102	106	90	116
CCNC(=O)OCC	115	109	97	130	96	109	x	116
Cc1cc(=O)n(C)c2cc(N3C(=O)CC[C@@H](NS(=O)(=O)CC(C)C)[C@@H]3c3ccc(Cl)cc3)ccc12	99	87	102	109	99	119	92	105
CC(=O)Nc1c(C)nc[nH]c1=O	127	101	101	99	103	101	85	102
Cc1cccc(C2=CCCCC2)c1	104	94	99	113	101	104	102	103
OCC(O)COc1ccccc1 (centres undefined)	118	109	90	93	106	106	103	91
NC(=O)C(=CNc1nc(-c2ccc(Cl)c(Cl)c2)cs1)C(N)=O	62	104	75	86	111	204	99	94
CC(C)CCC[C@@H](C)C1CCC2C3CCC4=C/C(=N/OCCN5CCCCC5)CC[C@]4(C)C3CC[C@@]21C (some centres undefined)	94	87	114	94	91	106	90	101
O=C1Nc2ccc(F)cc2C1=Nc1ccc(O)cc1	112	96	111	114	114	115	92	108
CCCCn1cnc2c(Sc3c([N+](=O)[O-])ncn3C)nc(N)nc21	112	89	84	98	94	99	74	101
Nc1ccc(C(=O)Nc2ccc(Nc3ccncc3)cc2)cc1	97	92	96	95	88	107	98	102
Cc1cc(-c2ccc(O)c(C)c2)ccc1O	100	83	103	109	131	103	106	104
COc1ccc2nc(Cl)c(C3C(C#N)=C(N)Oc4n[nH]c(C)c43)cc2c1 (centres undefined)	95	85	103	93	104	98	88	98
CC(C)(COC(=O)Nc1ccccc1)[N+](=O)[O-]	127	97	101	101	101	101	96	115
O=C(Cc1nc2cc(Cl)c(Cl)cc2nc1CC(=O)c1ccccc1)c1ccccc1	90	57	94	52	67	91	x	59

The last four compounds of the part before come first, to join the parts:
SMILES	SK-MEL-2	UACC-62	UACC-257	BT-549	MALME-3M	SK-MEL-28	T-47D	HS 578T
Cc1cc(-c2ccc(O)c(C)c2)ccc1O	100	83	103	109	131	103	106	104
COc1ccc2nc(Cl)c(C3C(C#N)=C(N)Oc4n[nH]c(C)c43)cc2c1 (centres undefined)	95	85	103	93	104	98	88	98
CC(C)(COC(=O)Nc1ccccc1)[N+](=O)[O-]	127	97	101	101	101	101	96	115
O=C(Cc1nc2cc(Cl)c(Cl)cc2nc1CC(=O)c1ccccc1)c1ccccc1	90	57	94	52	67	91	x	59
CCOCCCCC(C)(C)O	129	101	90	110	101	109	94	124
Nc1cc2c(c(O)c1O)C(=O)c1ccccc1C2=O	106	94	106	84	109	113	85	64
Nc1ccc(C2=NN(C(=O)c3cc(-c4ccccc4)nc4ccccc34)C(c3cc(-c4ccccc4)nn3-c3ccccc3)C2)cc1 (centres undefined)	92	76	103	81	100	89	54	97
CCN(Cc1ccccc1)c1ccc(C(=C2C=CC(=[N+](CC)Cc3ccccc3)C=C2)c2cc(O)c(S(=O)(=O)O)cc2S(=O)(=O)O)cc1	x	89	x	106	80	110	94	91
O=C1C(SCc2ccccc2)=C(Cl)CN1c1ccc(Cl)cc1	80	94	97	109	103	88	50	100
CCCCCCCC/C=C\CCCCCCCCOc1cccc(CC(=O)NCC[N+](C)(C)C)c1	106	81	103	74	90	100	x	78
COc1cc(/C=C/C(=O)c2cnn(-c3cc(=O)[nH]c4ccc(Cl)cc34)c2C)cc(OC)c1OC	-81*	-49*	-34*	-47*	-20*	-69*	-31*	24
Cc1ccccc1Nc1cc(Cl)nc(N)n1	95	97	115	115	101	117	90	91
COc1cc(-c2n/c(=C\c3c(O)[nH]c4ccc(Cl)cc34)cc3c2=Nc2ccccc2-3)cc(OC)c1OC	36	2.1*	27	101	-40*	17	33	21
Cc1ccc(Cn2c(-c3nonc3N)nc3ccccc32)cc1	78	78	90	68	82	90	75	73
O=C(CSc1nc2ccccc2c(=O)n1-c1ccccc1)Nc1ccc(C(=O)/C=C/c2ccc(Cl)cc2)cc1	100	86	90	111	95	106	107	106
O=CNC(Cc1ccc(O)cc1)C(=O)O (centres undefined)	102	113	x	x	109	103	106	117
O=C(C[C@]1(O)C(=O)Nc2ccc(Br)cc21)c1ccccc1	101	83	105	109	99	108	99	109
CC12CCC(C1)C(C)(C)C2(O)c1ccccc1 (centres undefined)	97	89	96	97	107	114	100	116
C=C(C)[C@@H]1CC[C@]2(C)[C@H](C=CC3=C4C[C@@](C)(CO)CC[C@]4(C)CC[C@]32C)[C@@]1(C)CCCN	-52*	78	-60*	80	-45*	-80*	-44*	-51*
O=Nc1c(-c2c(O)[nH]c3cc(Br)ccc23)[nH]c2ccccc12	-66*	39	-79*	40	62	-100*	-31*	-50*
O=C1Nc2ccccc2/C1=N/N1C(=O)CN(C2CCCCC2)C1=O	107	99	115	108	105	115	104	106
CCCCCCC(NC(=O)c1ccccc1)C(=O)O (centres undefined)	105	102	115	x	131	110	113	128

Source: PubChem BioAssay (NCI)
